Assay outcomes deposited in PubChem by several laboratories.
b-catenin transl – alters nuclear translocation of beta-catenin in HeLa cells; immunofluorescence imaging; nuclear translocation activity, % at 5 µM; 0.3% of 190,000 active; AID 1665;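 active = nuclear translocation activity above 50% at 5 µM, with a well cell count of 50 or more; inconclusive = wells under 50 cells across six images, flagged as toxic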;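 note: per-cell ratio of nuclear to cytoplasmic median beta-catenin stain intensity; plate controls were DMSO negative control for no effect and GSK-3 inhibitor IX positive control for full effect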
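Assay system: human HeLa cells, native beta-catenin; doses: 5 µM primary, 0.02–20 µM confirmation; incubation: compound treatment 24 h, 37°C, 5% CO2; technique: fluorescence imaging of beta-catenin antibody stain plus DAPI; measure: % activation, nuclear-to-cytoplasmic median beta-catenin signal ratio per cell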
WT yeast gro inh – growth inhibition of WT yeast, mitochondrial fusion screen; mitochondrial fusion phenotypic screen, WT strain; inhibition, % at 10 µM; 2.1% of 190,000 active; AID 1362; in the data active = inhibition above about 58%; tested in S. cerevisiae
Autophagy HCS – modulators of autophagy. MEF GFP-LC3 puncta imaging; test concentration mostly 10 µM. calls only at 10 µM (by protocol). 0.98% of 190,000 active. AID 463193;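 active = percentage of spot-positive cells more than 3 SD above its plate mean, without a fluorescence outlier flag or 80% toxicity; inconclusive = no clear call, values can overlap the other calls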;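 note: spot-positive cell cutoff set from DMSO-treated cells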
Insulin prom up – MIN6 insulin promoter up-regulation. z-score at 5 µM. MIN6 insulin promoter-GFP reporter, high-content imaging; stronger effect = higher value. 0.3% of 190,000 active;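 active = z-score above 3 at 5 µM with at least 500 cells counted in the well; inconclusive = wells under 500 cells, flagged as cytotoxic or low count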
Dynein cargo inh – dynein cargo transport inhibition | 0.47% of 220,000 active | z-score, hits read low | 3617.4 mouse cells, GR-EGFP nuclear translocation imaging; test concentration mostly 20 µM; stimulated with dexamethasone, 1 µM; stronger effect = lower value | AID 1381;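 active = plate z-score of nuclear minus cytoplasmic receptor signal below a set negative limit, without overly bright fluorescence or cell loss, cut at about -3.5 in these data, passing the limit was not always enough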;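 note: z-score of nuclear minus cytoplasmic ring GR-EGFP intensity difference per well; some compounds called inactive have numbers as strong as hits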
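Also added – dexamethasone, 1.0 µM final · Buffer or medium – tet-free, stripped-serum medium · Schedule – induction 48 h, compound 1 h, agonist 30 min · Detection – formaldehyde fixation, Hoechst nuclear stain, 10x automated fluorescence imaging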
MT stabilizer – stabilizes microtubules in HeLa cells; % tubulin-high responders, % at 10 µM; HeLa tubulin immunostaining HCS, 24 h; share of cells brighter than vehicle mean+2SD; AID 2205; 0.83% of 200,000 active;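 active = plate Z-score above 3 for both tubulin-high and condensed-nucleus cell shares, with cell loss under 80%, at 10 µM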;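 note: anti alpha tubulin signal scored within the nucleus-defined area of each cell; some results filed as inactive read as strong as hits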
Hep lipid drop – hepatic lipid droplet formation modulation | AML12 mouse hepatocytes, oleate lipid droplets, BODIPY imaging | inhibition, % at 6.5 µM | 0.4% of 240,000 active | AID 1656;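 active = lipid droplet intensity inhibited by at least 50%, with more than 500 cells counted; inconclusive = wells with under 300 cells, treated as cytotoxic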
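Test system: AML12 hepatocytes (mouse); reagent: oleate loading, 100 µM; dosing: one dose, 6.5 µM compound; incubation: overnight exposure; signal: fluorescence imaging, 20x objective, two fields per well; read-out basis: % inhibition of corrected integrated BODIPY droplet signal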
NOD2 inhibition – NOD2 signaling inhibitors, cell-based, luminescence, uHTS, HEK293 (AID 1566). HEK293 NOD2/NF-kB luciferase reporter, luminescence; higher % means a stronger effect. inhibition, % at 4 µM; hits with a dose series show EC50 in µM. 0.63% of 290,000 active; in the data active = inhibition above about 50%; note: many of its hits are not listed in these tables
Yfh1-off respiration – enhancers of respiration in Yfh1-depleted yeast, dose response, Friedreich's ataxia, plus single-dose screen (AID 1465) | S. cerevisiae Yfh1-off respiration, WST-1 reduction, 72 h; higher fold induction means a stronger effect | 0.074% of 220,000 active | fold induction at 50 µM; hits with a dose series show EC50 in µM;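 active = fold induction of absorbance versus untreated yeast above a set limit, then at least 30% activation at any dose in follow-up; inconclusive = repeats straddling the limit, or above it without dose testing; inactive = fold induction below the set limit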;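 note: activators that raise dye reduction in frataxin-depleted yeast; strong numbers were not always called active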
WT yeast gro inh mutant strain – second read-out of WT yeast gro inh, no call of its own (marks repeat the call); inhibition, %; mitochondrial fusion phenotypic screen, mutant strain inhibition
Dynein cargo inh cytoplasmic EGFP – second read-out of Dynein cargo inh, no call of its own (marks repeat the call); z-score; measured here: cytoplasmic GR-EGFP intensity; stronger effect = higher value
Dynein cargo inh nuclear GR-EGFP – recorded beside Dynein cargo inh, whose call it bears; z-score; measured here: nuclear GR-EGFP intensity;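 lower value marks the stronger effect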
Dynein cargo inh cell count – also measured in Dynein cargo inh; calls as there; z-score; measured here: cell count per field
Insulin prom up cell count – also measured in Insulin prom up; calls as there; cell count; measured here: cytotoxicity, nuclei count;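 total cells summed across four imaged fields per well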
Hep lipid drop cells 6.5 µM – further read-out of Hep lipid drop, marked with its call; cell count; measured here: cell count, cytotoxicity flag;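 cells counted across two imaged fields per well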
b-catenin transl cell count 5 µM – second read-out of b-catenin transl, no call of its own (marks repeat the call); cell count; measured here: cell count, cytotoxicity flag
MT stabilizer Hoechst-high % – second read-out of MT stabilizer, no call of its own (marks repeat the call); % Hoechst-high responders; measured here: nuclear condensation Hoechst responders;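 share of cells brighter than vehicle mean plus two SD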
MT stabilizer cytotoxicity % – second read-out of MT stabilizer, no call of its own (marks repeat the call); toxicity, %; measured here: cytotoxicity by cell density;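 0% = mean cell density of plate MIN control wells and 100% = no cells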
Autophagy HCS cell loss 18 h – further read-out of Autophagy HCS, marked with its call; toxicity, %; measured here: cell loss, nuclei count;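 cell loss after 18 h compound exposure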
* = called active by the depositor; i = inactive; u = inconclusive; x = no result given. The list is partial. The share of hits here may be higher or lower than overall.

SMILES | b-catenin transl | b-catenin transl cell count 5 µM | WT yeast gro inh | WT yeast gro inh mutant strain | Autophagy HCS | Autophagy HCS cell loss 18 h | Insulin prom up | Insulin prom up cell count | Dynein cargo inh | Dynein cargo inh cytoplasmic EGFP | Dynein cargo inh nuclear GR-EGFP | Dynein cargo inh cell count | MT stabilizer | MT stabilizer Hoechst-high % | MT stabilizer cytotoxicity % | Hep lipid drop | Hep lipid drop cells 6.5 µM | NOD2 inhibition | Yfh1-off respiration
COCc1cc([C@@H]2C[C@H]3CN(c4ccccc4)C(=O)[C@]34CCCN24)ccc1OC | -0.3 | 889 | 5.7 | 1.7 | i | -15.3 | -0.32 | 1415 | 0.456 | -0.262 | 0.0192 | -0.237 | 5.0 | 1.5 | 3.1 | 7.8 | 745 | 5.4% | i
Nc1c(C(=O)OCC2CCCO2)c2nc3ccccc3nc2n1C1CCCCC1 (stereo not drawn) | -5.9 | 1062 | -12.5 | 3.6 | i | -1.2 | -0.55 | 1070 | -0.169 | -0.189 | -0.159 | -0.0923 | 1.1 | 1.3 | 8.8 | x | x | 1.8% | i
COc1ccc(/C(O)=C2/C(=O)C(=O)N(CCCN(C)C)C2c2cccc(Cl)c2)cc1OC (stereo not drawn) | 1.5 | 1069 | -12.9 | 16.2 | i | 5.6 | 0.17 | 1558 | 0.482 | -0.209 | 0.143 | -0.284 | 2.5 | 2.7 | 7.5 | -13.0 | 646 | 11.5% | i
CCCc1ccc(OCC(=O)Nc2cc(S(=O)(=O)CC)ccc2O)cc1 | -0.4 | 897 | 1.1 | -0.6 | i | 17.7 | 0.13 | 1472 | -0.778 | -0.341 | -0.0604 | 1.37 | 2.1 | 1.5 | 10.1 | -1.0 | 729 | 7.1% | i
COC(=O)CN1C(=O)CC(C)(C)S(=O)c2ccccc21 (stereo not drawn) | -0.3 | 1105 | 10.0 | 0.4 | x | x | -1.26 | 1953 | 0.106 | -0.13 | 0.377 | -0.809 | 13.6 | 8.9 | 23.7 | 4.4 | 711 | 4.1% | i
CN(C)c1ccc(N/C=C/C(=O)c2ccccc2)cc1 | 0.2 | 1142 | -11.6 | -4.2 | i | -2.0 | 1.53 | 1521 | -0.801 | -0.2 | -0.195 | -0.243 | 2.1 | 2.5 | 3.9 | -3.5 | 643 | -215.8% | i
COc1cc(OC)c2c(c1)C(=O)c1cc(OC)cc(OC)c1C2=O | 0.8 | 1392 | 86.8* | 11.0* | i | 1.8 | 0.22 | 1543 | 0.641 | -0.0631 | 0.874 | 0.0641 | 6.0 | 1.5 | 4.6 | x | x | -4.2% | i
COc1ccc(/C=C2\SC(=O)N(CCNC(=O)Cc3coc4cc(OC)ccc34)C2=O)cc1 | x | x | 0.6 | 8.1 | i | -2.7 | 0 | 1388 | 1.31 | -0.206 | 0.322 | -1.09 | 2.8 | 2.5 | 5.5 | 13.5 | 669 | -9.7% | i
Cc1ccc(NC(=O)COC(=O)C(NS(=O)(=O)c2ccc(Cl)cc2)C(C)O)cc1C (stereo not drawn) | 0.3 | 1000 | -11.4 | -23.5 | i | -6.5 | x | x | -0.633 | -0.254 | -0.519 | 0.171 | 6.4 | 3.2 | 7.0 | u | x | 0.6% | i
COc1ccc(NC(C)=O)cc1CNC(=O)COc1c(C)c(C)cc(C)c1C | 3.7 | 470 | 0.1 | -24.9 | i | 1.2 | -0.4 | 1172 | 1.72 | 0.0452 | 0.524 | -1.27 | 4.4 | 4.2 | 11.0 | -2.4 | 711 | 14.1% | i
CSc1nc(C)cc(C)c1S(=O)(=O)c1ccccc1C | x | x | -5.3 | 2.7 | i | 7.7 | x | x | 1.59 | -0.152 | 0.586 | -2.07 | 2.9 | 1.0 | 3.0 | x | x | 15.3% | i
O=C(NCc1cccnc1)c1ccccn1 | -1.6 | 1168 | -23.6 | -6.6 | i | -4.6 | -0.42 | 1759 | -0.778 | -0.237 | -0.551 | 0.724 | 4.3 | 2.0 | 6.9 | 1.1 | 589 | 4.9% | i
COc1cc(C(=O)NCc2ccc3c(c2)OCO3)ccc1OCc1c(C)noc1C | -1.8 | 1341 | -5.7 | -14.1 | i | 2.8 | 0.03 | 1463 | 1.05 | -0.151 | 0.592 | 0.0854 | 5.1 | 3.2 | 6.6 | x | x | -0.2% | i
Cc1cc(C)n(C(=O)CNC(=O)c2cccs2)n1 | 3.7 | 1139 | -1.0 | -3.3 | i | -18.8 | -0.07 | 1075 | -0.84 | -0.0891 | -0.315 | -0.00486 | 3.5 | 4.1 | 5.7 | x | x | 21.7% | i
CCCCOc1ccc(N(CC(=O)NC(C)(C)CC)C(=O)CCC(=O)Nc2ccccn2)cc1 | 0.8 | 971 | 16.4 | 3.4 | i | -1.6 | -1 | 1533 | -0.264 | -0.221 | 0.337 | 0.608 | 3.4 | 1.6 | 9.8 | -3.3 | 662 | 22.0% | i
CCOC(=O)C1CCCN(c2ccc(NC(=O)c3snc4c(=O)[nH]cnc34)cc2)C1 (stereo not drawn) | -2.3 | 937 | -9.7 | -53.3 | i | 10.1 | 0.21 | 1217 | 0.109 | -0.191 | 0.497 | 0.57 | 3.6 | 2.3 | 4.6 | x | x | 12.5% | x
COc1ccc(C(=O)NC(=S)N2CC(C)OC(C)C2)cc1OC (stereo not drawn) | -0.7 | 890 | -6.5 | 4.8 | i | -17.6 | -0.8 | 1592 | -0.714 | -0.338 | 0.161 | 0.951 | 2.2 | 1.8 | 6.2 | -4.8 | 560 | -0.7% | i
CN1C(=O)C(CC(=O)Nc2ccc(F)cc2)N(Cc2ccco2)C1=S (stereo not drawn) | -0.9 | 1399 | -2.3 | 5.7 | i | -5.2 | 1.2 | 1320 | 0.379 | -0.279 | 0.48 | -0.0786 | 4.3 | 3.7 | 9.0 | -12.4 | 714 | 7.1% | i
C/C(=N\Nc1ccccn1)c1ccc(C(C)C)cc1 | 0.6 | 1063 | 76.0* | 41.2* | i | 3.9 | 0.76 | 1294 | 0.932 | -0.109 | 0.377 | -2.08 | 2.5 | 3.0 | 6.9 | 8.9 | 672 | -26.7% | i
CCOC(=O)N/N=C\c1ccc(C)s1 | 0.7 | 1134 | -4.7 | 5.7 | i | -5.0 | x | x | -0.171 | -0.0748 | -0.0546 | 0.575 | 3.7 | 2.7 | 8.0 | -7.1 | 649 | -10.5% | i
CC1=CS(=O)(=O)CC1Sc1nc(C)n[nH]1 (stereo not drawn) | -1.1 | 1127 | -7.4 | -14.0 | i | 3.0 | 0.19 | 1277 | -0.352 | -0.281 | -0.236 | 0.377 | 2.2 | 2.8 | 9.4 | 10.8 | 659 | 1.8% | i
Cc1ccc(SCCNS(C)(=O)=O)cc1 | x | x | 4.0 | -11.3 | i | -12.5 | 2.04 | 1333 | -0.243 | -0.277 | 0.143 | -0.329 | 1.8 | 1.4 | 2.1 | 2.2 | 734 | -1.0% | i
CCOC(=O)c1[nH]c2ccc(OC)cc2c1NC(=S)N1CCN(c2ccccc2OC)CC1 | 1.9 | 1094 | -2.6 | -21.7 | i | 4.7 | 0.18 | 1169 | 1.79 | -0.18 | 1.82 | -2.11 | 20.1* | 56.2* | 26.8* | 3.9 | 721 | -9.8% | i
Cc1csc(=Nc2ccccc2)n1Cc1ccco1 | -0.5 | 1057 | 12.7 | 12.4 | i | -12.3 | 0.59 | 1251 | -0.622 | -0.267 | 0.0943 | 0.664 | 4.5 | 2.4 | 0.5 | 3.7 | 687 | 1.9% | i
CCC(C)NC(=O)C1CC(c2cccc(OC)c2)=NO1 (stereo not drawn) | -2.4 | 996 | 21.7 | 19.4 | i | 0.6 | -0.29 | 1566 | -0.51 | -0.318 | -0.0976 | 0.594 | 4.9 | 3.6 | 7.0 | x | x | 4.0% | i
CCCc1[nH]nc2c1C1(CCOC1C)C(C#N)=C(N)O2 (stereo not drawn) | -0.8 | 822 | 15.7 | -3.2 | i | -5.3 | 0.86 | 1185 | -0.237 | -0.217 | 0.103 | -0.828 | 4.7 | 3.9 | 2.1 | x | x | -12.7% | i
N#CC(C(=O)NC1CC1)c1nc2ccccc2nc1N1CCCC1 (stereo not drawn) | -4.3 | 910 | 0.3 | 5.3 | i | -0.5 | 1.81 | 1329 | 0.603 | -0.146 | 0.3 | -0.209 | 1.1 | 1.5 | 7.0 | x | x | 15.9% | i
CCCCCC(=O)Nc1ccc(S(=O)(=O)Nc2nccnc2OC)cc1 | -1.4 | 1390 | -13.4 | -8.9 | i | -19.1 | 0.24 | 1665 | -0.0131 | -0.291 | 0.0782 | 0.287 | 6.3 | 4.5 | 5.6 | x | x | 3.7% | i
